# Pf Dd2 growth: Plasmodium falciparum Dd2 growth inhibition; Potency, µM (top dose mostly 28.9 µM), for inactives: top-dose activity, negative = inhibition, usual class: inhibitors; AID 1347417; actives 4.3% (n = 120,000); P. falciparum Dd2 growth, SYBR Green, 72 h; active = well fitted inhibition curve with a large enough effect; inconclusive = small, poorly fitted or top-dose-only effect; inactive = no such curve, though single readings can be large or run the other way;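 note: plate controls were DMSO vehicle for no effect and reference drug for full effect; nearly all actives have a fitted effect of over 65% in size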
#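 Readout: SYBR Green fluorescence, 485 nm excitation, 535 nm emission, after ~16 h lysis at 37C. Before that, Dd2-infected red cells (2.5% hematocrit) grew 72 h with compound, 29 uM top final concentration.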
# The depositor's hits bear a star; i = inactive; ? = inconclusive; [ ] = another dose, or the depositor's remark. Potency is the fitted concentration of half-maximal effect.
Compound	Pf Dd2 growth
CC(C)c1ccc(S(=O)(=O)N2CCN(CC(=O)Nc3ccccc3C(F)(F)F)CC2)cc1	i
COCCn1c(C)cnc1CCNC(=O)NCC(C)C	24%
CCn1c(=O)c2cc(C(=O)Nc3cccc(C(F)(F)F)c3)sc2c2ccccc21	?
Cc1ccccc1C(=O)Nc1ccccc1C(=O)OCc1cc(=O)n2nc(C3CC3)sc2n1	-6%
COCCNC(=O)c1nc2c(o1)CCN(Cc1ccc(OC)cc1)CC2	-16%[44.1 µM]
O=C(Cn1cc(SCc2ccc(F)cc2)c2ccccc21)N1CCCCCC1	-19%
CCOc1ccccc1C(=O)N1CCN(CCc2ccccn2)CC1	4µM*
Cc1cc(Cl)ccc1NC(=O)C1CCN(c2nnc(-n3c(C)ccc3C)s2)CC1	-25%
O=C(COc1ccc(Cl)cc1)N1CCC[C@H]1c1nc(-c2ccc(F)cc2)no1	-24%
CCn1cc2c(n1)-c1c(oc(C(=O)Nc3cccc(C(F)(F)F)c3)c1C)CC2	-5%
O=C(NC[C@H]1O[C@H](Cc2cc(-c3ccccn3)on2)CC[C@@H]1O)c1ccc2c(c1)OCO2	i
Cc1nc2scc(CC(=O)NCCC(C)C)n2c(=O)c1-c1cc(C)n(-c2ccc(F)cc2)n1	i
O=C(NC1CC(=O)N(c2ccc(F)cc2)C1)C(c1ccccc1)c1ccccc1 (stereo not drawn)	29%
COc1cc(Cl)ccc1C(=O)N1CCC(Cc2nc(-c3ccc(F)cc3)no2)CC1	-14%
N#Cc1ccccc1CN1CC[C@H]2C(=O)NCCCCCCN(Cc3ccncc3)[C@@H]2C1	?

# Further results follow.
Compound	Pf Dd2 growth
COc1ccccc1C(=O)N1CCN(C(=O)c2nnn3c2COC(c2ccccc2)C3)CC1 (stereo not drawn)	i
CC(C)NC(=O)C1CCc2nnc(C3CCN(C(=O)c4ccccc4)CC3)n21 (stereo not drawn)	19%
CCOc1ccc(NC(=O)c2ccc3c(=O)n4c(nc3c2)CCCCC4)cc1	-25%
O=c1[nH]cccc1-c1nccc(C2(c3ccccc3Cl)CCNCC2)n1	-21%
CSCCNC(=O)c1coc(COc2cccc(C(F)(F)F)c2)n1	-10%
Cc1cc2nc3n(c(=O)c2n1CC(=O)Nc1ccc(C(C)C)cc1)CCCCC3	i
CC(C)NC(=O)c1ccnc(-c2nnc3ccc(Nc4ccccc4)nn23)c1	i
Cc1oc2c(c1C(=O)N(C)C)CN(C(=O)c1ccnn1C)CC2	?
COc1ccc(CNC[C@H]2O[C@H](Cc3cc(-c4cccc(O)c4)on3)CC[C@@H]2O)cc1	i
O=C(CCc1nnc2n(Cc3ccccc3Cl)c(=O)c3ccccc3n12)Nc1ccc(F)c(F)c1	-12%
CCOc1ccc2c(n1)CCN(C(=O)c1cccnc1)C2	6%
Cc1cc(OCC(=O)Nc2cc(-c3nc4ncccc4o3)ccc2C)ccc1Cl	10µM*
CN(C(=O)[C@@H]1C[C@@H](c2ccc(F)cc2)N(CCOc2ccccc2)C1)c1cccnc1	?
COc1cc(OC)c(Nc2ncncc2-c2nc(-c3ccccc3)no2)cc1Cl	6%
N#Cc1cccc(NC(=O)N[C@H]2[C@H](O)[C@@H](N3CCCCC3)[C@@H]3OC[C@H]2O3)c1	i

# Remaining list, next part.
Compound	Pf Dd2 growth
Cc1cnc(C(=O)N[C@@H]2CCC[C@@H]2C(=O)NCC2CCCCC2)cn1	-11%
COc1ccc(NC(=O)Cn2c(=O)n(Cc3ccc(C(=O)NCc4ccccc4Cl)cc3)c(=O)c3ccccc32)cc1OC	-7%
O=S(=O)(Nc1cccc(C(F)(F)F)c1)c1ccc(-c2cnc(C3CC3)o2)cc1	12%
NC(=O)[C@@H](Cc1c[nH]c2ccccc12)NC(=O)[C@H]1CN(C(=O)C2CCNCC2)CCN1C(=O)N1CCOCC1	-14%
Cc1ccc(C)c(Cn2c(=O)n(-c3ccc(Cl)cc3)c(=O)c3c4c(sc32)CCC4)c1	23%
Cc1ccccc1NC(=O)Cn1c(=O)n(CCc2ccccc2)c(=O)c2ccccc21	-11%
CC(C)C(=O)NCC1(N(C)C)CCCCC1	-21%
COc1ccc(C(=O)NC(C(=O)NC(C)C)C2CCN(C(=O)c3ccccc3C)CC2)cc1 (stereo not drawn)	i
CC(=O)C1=C(c2ccc(Cl)c(Cl)c2)N(C(C)=O)n2c(nnc2-c2ccccc2)S1	35%[activator]
O=S(=O)(c1ccccc1)c1nc(-c2ccc(Cl)cc2Cl)oc1N1CCCCCC1	?
CCCc1nc(C(=O)NCC2CCN(Cc3ccc(C)o3)CC2)cs1	-28%
Cc1cnc(CCNC(=O)c2ccc(C#N)cc2)n1C1CC1	?
COc1ccc(CNC(=O)c2cnc3c(c2)N(C(=O)Cc2ccc(C(C)C)cc2)CCC3)cc1OC	i
CCn1nccc1C(=O)N1C[C@@H](Oc2ccccc2)C[C@H]1C(=O)NC1CC1	23%
CCc1cccc2c(C(CC(=O)NCCc3ccc(OC)c(OC)c3)c3cccc(OC)c3)c[nH]c12 (stereo not drawn)	-16%

# Molecules above that have a furan ring, fused or not:
Compound	Pf Dd2 growth
CCn1cc2c(n1)-c1c(oc(C(=O)Nc3cccc(C(F)(F)F)c3)c1C)CC2	-5%
Cc1oc2c(c1C(=O)N(C)C)CN(C(=O)c1ccnn1C)CC2	?
CCCc1nc(C(=O)NCC2CCN(Cc3ccc(C)o3)CC2)cs1	-28%

# Additional entries
Compound	Pf Dd2 growth
COCCNc1ncc(-c2cccc(C(C)=O)c2)c2c1OCC2	6%[44.1 µM]
CCOc1ccc(-n2c(SCC(=O)N3CCCCCC3)nc3c([nH]c4ccccc43)c2=O)cc1	-17%
CN(C)C(=O)c1ccc(OC2CCN(C(=O)c3ccc(F)c(F)c3)CC2)nc1	54%[activator]
CN1c2cccnc2CN(Cc2ccc(Cl)cc2)CC[C@H]1CO	?
COc1ccc(-c2nc(C(C)C)nc3c2CN([S+](=O)([O-])c2c(C)noc2C)CC3)cc1	i
CN(C)C(=O)CCN1CCOC(CC(c2ccccc2)c2ccccc2)C1 (stereo not drawn)	?
Cc1ccc(S(=O)(=O)C(CNS(=O)(=O)c2ccc(F)c(C(F)(F)F)c2)c2ccco2)cc1 (stereo not drawn)	i
CCc1ccc(OCC(=O)Nc2ccc3c(c2)c2ccccc2n3CC)c(Br)c1	?
Cc1c(C(=O)N2CCCC2)oc2c1-c1nn(CC(=O)NCc3cccc(F)c3)cc1CC2	-25%
O=C(Cn1ccn2nc3c(c2c1=O)CCCC3)Nc1ccccc1	-12%
CCOc1ccccc1NC(=O)Cn1nnc(C(=O)Nc2ccc(C)c(C)c2)c1N	-8%
CN1CCOc2c(C(=O)NCCC(N)=O)cc(-c3ccccc3F)cc21	-8%[44.1 µM]
CCc1ccc(S(=O)(=O)c2cn(Cc3ccc(OC)cc3)c3cc(OC)c(OC)cc3c2=O)cc1	11µM*
CC(C)NCC1(COc2ccc(C(F)(F)F)cn2)C[C@@H](O)[C@@H](O)C1 (stereo partly drawn)	?
NC(=O)[C@H](Cc1ccc(O)cc1)NC(=O)C1=C[C@@H](NC(=O)c2ccc(F)c(Cl)c2)[C@@H](O)[C@H](O)C1	11%

# Other results follow.
Compound	Pf Dd2 growth
O=C(CS(=O)(=O)c1nc(-c2ccc(Cl)cc2)cn1-c1ccccc1)Nc1cccc(Cl)c1	?
COc1ccc(C)cc1NC(=O)CCn1nc(C)cc1C	-8%
CNc1nccc(N2CCC(CC(=O)NCc3cccc(OC)c3OC)CC2)n1	?
CC1(C)NC(=O)N(CC(=O)N[C@@H]2[C@@H]3CCO[C@@H]3[C@@H]2C2CCCC2)C1=O	2%
COc1ccc(NC(=O)c2cc3c(=O)n(Cc4cccnc4)ccc3nc2C)cc1OC	i
COc1ccccc1N1CCN(CC[C@H]2CN(C(=O)c3ccccc3)CC[C@H]2CC(=O)O)CC1	-6%
O=C(Cn1c(-c2cccs2)cc2cc(Cl)ccc21)N1CCN(c2ccccc2F)CC1	?
Cc1noc(-c2ccco2)c1C(=O)NC(C)c1ccccc1 (stereo not drawn)	-24%
OCC1CN(c2ccncn2)CC12CCN(Cc1ccc(F)c(F)c1)CC2 (stereo not drawn)	-5%
CSc1oc(-c2cccs2)nc1S(=O)(=O)c1ccc(Br)cc1	6%
Cc1ccc(-n2c(=O)c3c(C)c(C(=O)N(C)C)sc3n(CC(=O)C(C)(C)C)c2=O)cc1C	7%
O=C(NC[C@H]1O[C@@H](CO)[C@@H](O)[C@H]1N1CCN(c2ccccn2)CC1)c1ccco1	-17%
Cc1ccc2c(=O)cc(C(=O)Nc3ccc(S(=O)(=O)Nc4nc(C)cc(C)n4)cc3)oc2c1	?
Cc1ccc2c(c1)-c1c(c(C(=O)N3CCN(c4cc(C)ccc4C)CC3)nn1C)CS2	13µM*
COc1ccccc1[C@@H]1CN(C(=O)c2cccnc2OC)C[C@H]1C(=O)O	2%

# Molecules from the list above that have a COOH group (2):
Compound	Pf Dd2 growth
COc1ccccc1N1CCN(CC[C@H]2CN(C(=O)c3ccccc3)CC[C@H]2CC(=O)O)CC1	-6%
COc1ccccc1[C@@H]1CN(C(=O)c2cccnc2OC)C[C@H]1C(=O)O	2%

# Following part:
Compound	Pf Dd2 growth
COc1ccc(CCNC(=O)c2ccc3c(c2)N(Cc2cccc(Cl)c2)C(=O)CS3)cc1OC	-4%
CCCCCCNC(=O)Cc1csc2nc(C)c(-c3cc(C)n(-c4ccc(F)cc4)n3)c(=O)n12	-11%
COc1cccc(N2CCN(C(=O)C3CCN(S(=O)(=O)c4cn(C)cn4)CC3)CC2)c1	45%[activator]
COc1cccc(CN2C(=O)OC3(CCN(C(=O)CCc4cccnc4)CC3)C2(C)c2cccnc2)c1 (stereo not drawn)	i
COc1cccc(CN2CCC3(CC2)CN(c2ncccn2)CC3CO)n1 (stereo not drawn)	-10%
COc1ccc(-c2cc(C(F)(F)F)n3nc(C(=O)Nc4cc(C(F)(F)F)ccc4Cl)cc3n2)cc1OC	0%
COCCNC(=O)CCCN1C(=O)COc2ccc(C(=O)COc3ccccc3OC)cc21	?
COc1ccc(NC(=O)C2CCN(S(=O)(=O)c3cn(C)cn3)CC2)cc1Cl	i
O=C1NCCCCCCN(Cc2ccncc2)[C@@H]2CN(C(=O)Nc3ccccc3F)CC[C@H]12	i
CN1c2cc(C(=O)NC3CCCCC3)ccc2C(=O)N2CCCCCC21 (stereo not drawn)	i
Cn1ncc2c(N[C@@H]3CS(=O)(=O)C[C@H]3O)nc(-c3ccncc3)nc21	i
CCN(C(=O)CCS(=O)(=O)c1ccc2c(c1)CCN2C(C)=O)c1cccc(C(F)(F)F)c1	?
Cc1cccc(N(C)C(=O)c2cc3c(=O)oc4ccc(C)cc4c3s2)c1	35%[activator]
Cc1cc(S(=O)(=O)N2CC(C(=O)NCc3ccncc3)C3(CCOCC3)C2)ccc1F (stereo not drawn)	-11%
O=C(COc1ccc(-c2nnc3n2CCCC3)cc1)NCc1ccccc1	?

# (continued)
Compound	Pf Dd2 growth
CC(C)OCCCNC(=O)[C@H]1CN(Cc2ccccc2)C[C@H]1C(=O)O	0%
CN1CCN(c2cc(=O)c3ccnc(-c4cccc(CO)c4)c3o2)CC1	i
CCOc1ccc(N2CC(NC(=O)CCc3ccccc3)CC2=O)cc1 (stereo not drawn)	i
O=[S+]([O-])(Nc1cccnc1)c1ccc2c(c1)OCCN(Cc1cccs1)C2	-13%[44.1 µM]
O=C(NCCc1ccccc1)N1CCC(Oc2ncccc2C(=O)N2CCOCC2)C1 (stereo not drawn)	i
CCOC(=O)c1cc(-c2ccccc2)n(-c2cccc(C(=O)Nc3ccc(F)c(F)c3)c2)c1C	?
COCCN(Cc1nccs1)Cc1cn[nH]c1-c1ccc(F)cc1	-5%
CCC(=O)N1Cc2ccccc2CC2(CCCN(Cc3ccncc3)C2)C1 (stereo not drawn)	-6%
Cc1ccc(-n2nc(C(=O)N3CCN(c4cc(Cl)ccc4C)CC3)c3c4ccccc4n(C)c3c2=O)cc1	6%
CC(=O)c1ccc(NC(=O)NC[C@H]2C[C@@H]3CCN2C[C@@H]3CN2CCC(C)CC2)cc1	-9%[44.1 µM]
COc1cc(OC)cc(C(=O)N2CCC(c3ccncc3)CC2)c1	-12%
O=C1CCN(C(=O)CCCc2c[nH]c3ccccc23)CCCOCCN1	-21%
CC(C)NC(=O)CCC[C@@H]1[C@H]2CCCN3CCC[C@@H](CN1Cc1cccnc1)[C@@H]23	-23%
O=C(c1n[nH]c2c1CCCCCC2)N1CCC(c2nc(C3CCOCC3)no2)C1 (stereo not drawn)	i
Cc1ccc(N2CC(NC(=O)Cc3cccs3)CC2=O)cc1C (stereo not drawn)	5%

# Further compounds.
Compound	Pf Dd2 growth
COc1cc(C(=O)Nc2ccc3nc(SCc4ccccc4)sc3c2)cc(OC)c1OC	i
CCN(CC)CCNC(=O)C1CCCN(S(=O)(=O)c2ccccc2)CCC(=O)NCC1 (stereo not drawn)	?
COCC1CCCN(C(=O)c2ccc(-c3c(OC)cc(C)cc3OC)nc2)C1 (stereo not drawn)	-5%
COc1ccc(C(=O)N[C@H]2[C@H](O)[C@H](O)C[C@@H]2c2ccc(C(F)(F)F)cc2)cc1	?
CCC(C)NC(=O)CCCn1c(=O)c2cccn2c2ccccc21 (stereo not drawn)	-19%
COC(=O)[C@@H]1Cc2ncn(Cc3ccc(Cl)cc3)c2CN1C(=O)c1cccs1	i
Cc1cccc(CNC(=O)[C@@]23CCCC[C@H]2N(C)C(=O)CC3)c1	-18%
O=C1CCN(C(=O)CCc2nc3ccccc3[nH]2)CCCCCCN1	-18%

# High-throughput results: PubChem, National Center for Advancing Translational Sciences (NCATS)

# Not all compounds are listed; count on the stated rates, not on these rows.
